Bioassay records (PubChem)
esBAF inh – inhibitors of esBAF chromatin remodeling in mouse ES cells; Bmi1-luciferase knock-in reporter, 24 h; 100% = twice the neutral-well signal; reporter increase, % at 12.5 µM; 350,000 compounds, 2% hits; in the data active = activation above about 40%;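 also: 0% = median of the plate's neutral control wells and 100% = double that signal; a rise in the Bmi1 reporter signal indicates esBAF inhibition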
ARNT-TACC3 inh – disruptors of human ARNT/TACC3 interaction; Q9Y6A5; AlphaScreen His-ARNT PAS-B/GST-TACC3 binding, luminescence; TACC3 fragment carries E629A point mutation; inhibition, % at 9.99 µM; 390,000 compounds, 0.66% hits; AID 623870;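 active = mean inhibition of replicates at least 50% and at least half of replicates each reaching 50%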;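 also: 0% = complete ARNT plus TACC3 wells and 100% = ARNT alone without TACC3; many hits fall short of the cut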
PglD DTNB – inhibitors of Campylobacter jejuni PglD acetyltransferase | purified PglD enzyme, DTNB colorimetric CoA detection | AID 602405 | inhibition, % at 12.5 µM | 360,000 compounds, 0.098% hits; in the data active = inhibition above about 16%, passing the limit was not always enough; also: strong numbers were not always called active
ERp5 block – blocks human ERp5 reductase activity on insulin | Q15084 | ERp5 insulin aggregation, absorbance 650 nm, 90 min | inhibition, % at 9.99 µM | 350,000 compounds, 0.05% hits | AID 651711;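 active = mean replicate inhibition above about 25%, with every replicate also reaching it, limit read from the data, passing the limit was not always enough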
CASP6 VEID inh – caspase-6 (human) enzyme inhibition; P55212; purified caspase-6, Z-VEID-R110 cleavage fluorescence; inhibition, % at 12.5 µM; 350,000 compounds, 0.53% hits; AID 686996;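 active = mean inhibition across replicates at least about 35%, with every replicate also reaching that limit, limit read from the data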;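 also: 0% = median of neutral control wells and 100% = no fluorescence left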
Target sequence (P55212 24-179 limits assumed): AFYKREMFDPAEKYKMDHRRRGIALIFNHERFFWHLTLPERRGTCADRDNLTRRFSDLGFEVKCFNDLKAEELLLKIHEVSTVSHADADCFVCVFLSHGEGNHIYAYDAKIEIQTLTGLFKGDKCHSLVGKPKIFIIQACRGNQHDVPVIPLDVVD
Target sequence (P55212 194-293 limits assumed): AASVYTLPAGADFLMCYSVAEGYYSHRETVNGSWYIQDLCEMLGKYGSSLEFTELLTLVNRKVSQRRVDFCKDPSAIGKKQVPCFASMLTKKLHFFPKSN
RAD52 inh – inhibitors of human RAD52 DNA annealing. P43351. recombinant RAD52 DNA annealing, FRET fluorescence. inhibition, % at 18.7 µM. 360,000 compounds, 0.46% hits;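 active = every replicate showing at least 50% inhibition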
RAD54 inh – blocks human RAD54 Holliday junction branch migration | inhibition, % at 10.4 µM | FAM/BHQ fluorescence | Q92698 | 360,000 compounds, 0.14% hits;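 active = mean normalized replicate activity at least 40 and at least half of replicates scoring 40 or more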;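 also: 0% = median of neutral control wells and 100% = median of positive control wells; inhibitors cause a drop in the FAM fluorescence signal; in these data hits start at about 50%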
Target sequence (Q92698 whole entry, looked up): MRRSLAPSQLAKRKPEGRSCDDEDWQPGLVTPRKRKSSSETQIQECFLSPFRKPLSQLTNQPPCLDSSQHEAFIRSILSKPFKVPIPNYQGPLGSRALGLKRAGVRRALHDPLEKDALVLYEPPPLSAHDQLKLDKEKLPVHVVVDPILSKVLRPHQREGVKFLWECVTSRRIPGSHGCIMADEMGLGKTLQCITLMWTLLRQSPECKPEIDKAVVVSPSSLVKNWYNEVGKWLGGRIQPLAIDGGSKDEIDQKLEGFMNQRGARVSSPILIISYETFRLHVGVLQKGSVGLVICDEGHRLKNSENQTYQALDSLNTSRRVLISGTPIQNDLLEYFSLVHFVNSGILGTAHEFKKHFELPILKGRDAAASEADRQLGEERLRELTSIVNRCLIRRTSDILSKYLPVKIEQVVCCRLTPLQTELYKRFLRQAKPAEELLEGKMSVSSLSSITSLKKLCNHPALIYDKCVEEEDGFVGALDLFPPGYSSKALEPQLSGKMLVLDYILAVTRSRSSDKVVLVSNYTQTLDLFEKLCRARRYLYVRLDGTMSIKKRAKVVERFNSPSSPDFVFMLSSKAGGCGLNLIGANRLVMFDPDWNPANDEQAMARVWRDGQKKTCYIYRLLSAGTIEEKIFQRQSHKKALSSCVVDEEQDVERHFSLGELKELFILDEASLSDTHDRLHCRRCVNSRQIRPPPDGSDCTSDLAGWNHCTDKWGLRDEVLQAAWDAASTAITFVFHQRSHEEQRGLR
E-selectin induc – induces E-selectin expression in human endothelial cells | P16581 | activation, % at 7.58 µM | HUVEC E-selectin immunofluorescence imaging; normalized: neutral wells 0, TNF-alpha wells 100 | 260,000 compounds, 0.37% hits;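 active = mean E-selectin-positive cell signal at least 10% of the positive control, reached in at least 60% of replicates, without over 20% cell loss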;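 also: in these data hits start at about 27%; measured in HUVEC primary endothelial cells; signal is the percent of cells scored E-selectin positive by PE staining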
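System: HUVEC, human umbilical vein endothelial cells; quantity: 3,000 cells/well; buffer or medium: EGM-2 medium, gelatin-coated wells; dosing: single-point compound dose; detection: immunofluorescence imaging; evaluation: % PE-positive cells; benchmarks: TNF-alpha, DMSO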
The depositor's hits bear a star; x = no result given.

No. | compound | esBAF inh | ARNT-TACC3 inh | PglD DTNB | ERp5 block
1 | CCOc1ccc(Cl)cc1CSc1ncn[nH]1 | x | -1 | x | 2
2 | C[C@@H]1CN([C@H](C)CO)C(=O)Cc2cc(NC(=O)CCN3CCOCC3)ccc2O[C@@H]1CN(C)C(=O)Nc1ccc2c(c1)OCO2 | 2 | 40 | 3 | 11
3 | O=C(CSc1nnc(-c2ccccn2)n1-c1ccc(Cl)cc1)Nc1ccc2c(c1)OCO2 | 6 | 7 | 3 | x
4 | O=C(c1ccc(F)cc1)N1C[C@H]2[C@@H](c3ccccc31)[C@H](CO)N2C(=O)c1ccccc1 | -2 | -6 | 6 | 0
5 | Cn1c(=N)n(CC(=O)O)c2ccccc21 | -2 | -13 | -6 | x
6 | Cc1cc(NC(=O)CCC(=O)N(c2ccccc2)C(C)C(=O)NC2CCCC2)no1 (stereo unspecified) | -4 | 3 | -6 | 3
7 | COc1ccc(/C=C/C(=O)Nc2nnc(C(C)C)s2)cc1OC | x | x | -1 | -3
8 | O=C(Nc1ccc2c(c1)OCO2)N[C@@H]1CC[C@H](CCNC(=O)C2CCOCC2)O[C@H]1CO | -2 | -1 | 3 | 3
9 | COCC(=O)Nc1ccc2c(c1)[C@H]1C[C@H](CC(=O)N3CCCCC3)O[C@H](CO)[C@H]1O2 | -2 | -1 | 1 | x
10 | COc1ccc(S(=O)(=O)N(C)C[C@@H]2OCCCC[C@H](C)Oc3ccc(NC(=O)Nc4ccccc4)cc3C(=O)N([C@H](C)CO)C[C@@H]2C)cc1 | 1 | -18 | -7 | x
11 | CO[C@H]1CN(C)C(=O)c2cc(NS(C)(=O)=O)ccc2OC[C@H](C)N(Cc2nccs2)C[C@H]1C | -6 | -9 | 2 | 3
12 | CCCC#Cc1cnc2c(c1)C(=O)N([C@@H](C)CO)C[C@@H](C)[C@@H](CN(C)C(=O)Nc1ccccc1OC)O2 | -8 | 1 | -3 | -1
13 | CO[C@H]1O[C@H](CO)[C@@H](OC(=O)c2ccc(Br)cc2)[C@H](OC(=O)c2cc3ccccc3[nH]2)[C@H]1OC(=O)c1cc2ccccc2[nH]1 | x | 10 | 2 | -3
14 | C#CCN1C(=O)C(O)(c2c(C)[nH]c3ccccc23)c2ccccc21 (stereo unspecified) | -8 | 7 | -1 | -4
15 | CCn1cc(SCC(=O)Nc2cc(C)on2)c2ccccc21 | -1 | -8 | 1 | 2

No. | CASP6 VEID inh | RAD52 inh | RAD54 inh | E-selectin induc
1 | -1 | -9 | 4 | x
2 | 2 | -3 | 6 | 3.2
3 | x | x | -2 | x
4 | 1 | -3 | 7 | 0.2
5 | x | x | -9 | x
6 | 2 | -16 | 0 | x
7 | -2 | 6 | -31 | 1.8
8 | -3 | -2 | -14 | 0.1
9 | x | x | -27 | 0.2
10 | x | x | 3 | -0.2
11 | 0 | -13 | 12 | 0.0
12 | 2 | 0 | 4 | 1.2
13 | -1 | -9 | 0 | x
14 | 2 | -6 | 4 | 9.1
15 | 0 | -11 | -1 | 0.1

Further entries:
No. | compound | esBAF inh | ARNT-TACC3 inh | PglD DTNB | ERp5 block
16 | COc1ccc(OC)c(CNC(=O)C2CCCN(C(=O)N(C)C)C2)c1 (stereo unspecified) | -1 | -1 | -2 | x
17 | CC(C)NC(=O)N1[C@@H](CO)[C@@H]2c3ccccc3N(C)C[C@@H]21 | 1 | -3 | -1 | 0
18 | CCCC(=O)N1C[C@H]2[C@@H](c3ccccc31)[C@@H](CO)N2C(=O)CC1CC1 | 5 | -3 | -2 | -5
19 | NS(=O)(=O)c1ccc2nc(NC(=O)CS(=O)(=O)c3ccc(F)cc3)sc2c1 | -3 | x | 3 | -6
20 | COc1cccc(CNS(=O)(=O)c2c(C)[nH]c(C)c2C(=O)N2CCCC2)c1 | -2 | 8 | 2 | -5
21 | Cc1noc(C)c1NC(=O)N(C)C[C@H]1Oc2ncc(C#CCN(C)C)cc2C(=O)N([C@@H](C)CO)C[C@@H]1C | -2 | -3 | -4 | -8
22 | O=C(CN1C(=O)CSc2ccc(S(=O)(=O)N3CCOCC3)cc21)NCc1c(F)cccc1Cl | -2 | x | 1 | 8
23 | C[C@H](CO)N1C[C@H](C)[C@@H](CN(C)C(=O)NC2CCCCC2)Oc2ccc(N(C)C)cc2C1=O | 1 | -4 | 1 | -3
24 | c1ccc(-c2nnc(N3CCN(c4ccccc4)CC3)nc2-c2ccccc2)cc1 | -7 | x | -15 | 2
25 | CN(C)CCSc1nc(-c2ccccc2)nc2c1CCC2 | x | -3 | 2 | -5
26 | CN(C)CCCNC(=O)[C@@H]1[C@@H](CO)[C@@H]2Cn3c(ccc(-c4cccc(C(=O)N(C)C)c4)c3=O)[C@H]1N2 | 4 | 24 | 1 | -2
27 | CCOC(=O)C1(C)CCN1C(=O)c1ccc(C(F)(F)F)cc1 (stereo unspecified) | 4 | x | 4 | 3
28 | Cc1nnc(NC(=O)c2ccc(S(=O)(=O)N3CC(C)OC(C)C3)cc2)o1 (stereo unspecified) | -8 | 64* | -2 | 9
29 | CN(C)C(=O)CN1C(=O)NC2(CCCc3ccccc32)C1=O (stereo unspecified) | -5 | 2 | -2 | -5
30 | CCOC(=O)c1nnc(-c2ccc(C)cc2)nc1Oc1ccc(Cl)cc1Cl | 8 | -3 | 9 | x

No. | CASP6 VEID inh | RAD52 inh | RAD54 inh | E-selectin induc
16 | x | x | 0 | x
17 | 2 | 1 | -12 | 0.1
18 | 1 | 9 | -18 | -0.5
19 | 23 | -30 | -8 | x
20 | -3 | -14 | -6 | 0.9
21 | 0 | -1 | -2 | -0.2
22 | 2 | -11 | -3 | -0.1
23 | 1 | -18 | -2 | 0.6
24 | -3 | -16 | 8 | 0.0
25 | 0 | 0 | -2 | x
26 | 0 | 9 | 19 | -0.3
27 | 2 | -17 | -7 | -0.3
28 | 0 | -29 | 11 | -0.6
29 | -2 | -4 | -3 | x
30 | x | x | 1 | x

(more compounds)
No. | compound | esBAF inh | ARNT-TACC3 inh | PglD DTNB | ERp5 block
31 | Cc1cc(C)c[n+](-c2nc3ccccc3nc2[N-]S(=O)(=O)c2ccc(Br)s2)c1 | -3 | x | 0 | -2
32 | CCN(CC)S(=O)(=O)c1ccc(N=NC2=C(O)CCCC2=O)cc1 | x | 2 | -3 | 5
33 | CNS(=O)(=O)c1cccc(C(=O)Nc2cccc(Cl)c2)c1 | 48* | -20 | 2 | x
34 | CO[C@H]1CN(C)C(=O)c2ccc(NC(=O)Nc3cccc(F)c3)cc2OC[C@@H](C)NC[C@H]1C | -1 | 2 | 2 | -2
35 | COc1ccc(/C=C/C(=O)NNC(=O)C(C)Oc2ccccc2F)cc1OC (stereo unspecified) | -2 | -3 | x | -6
36 | Cn1c(CNC(=O)CNS(=O)(=O)c2ccc(Br)cc2)cc(=O)n(C)c1=O | 4 | 3 | -6 | x
37 | C/C(CC(=O)Nc1ccc(N(C)C)cc1)=N\NC(=O)c1ccc([N+](=O)[O-])cc1Cl | -7 | 4 | 4 | 0
38 | C[C@H]1CN([C@@H](C)CO)C(=O)Cc2cc(NC(=O)CCN3CCOCC3)ccc2O[C@H]1CN(C)Cc1ccc(C(=O)Nc2ccccc2N)cc1 | x | x | x | 17
39 | Brc1ccc(-c2ccccc2)cc1 | 4 | x | 4 | -6
40 | O=C(C[C@H]1C=C[C@H](NS(=O)(=O)c2ccccc2F)[C@H](CO)O1)NCCCN1CCOCC1 | -3 | 1 | 2 | 10
41 | CCCOC(=O)c1c(-c2ccc(C)cc2C)csc1NC(=O)C1C2CCC(O2)C1C(=O)O (stereo unspecified) | x | -5 | -7 | -2
42 | CC(C)C[C@@H]1COc2cccc(N3CCCC3)c2S(=O)(=O)N1 | x | x | x | 4
43 | CO[C@H](CN(C)S(=O)(=O)c1ccc(F)cc1)[C@@H](C)CN([C@@H](C)CO)S(=O)(=O)c1cccc(Cl)c1 | 1 | 11 | 0 | 2
44 | COc1ccccc1/C=C/C(=O)c1c2c(c(C)[nH]c1=O)CCCC2 | 2 | -3 | -1 | -6
45 | O=C1CCCCN1CCC(=O)N1CCCC(N2CCN(c3ccccc3)CC2)C1 (stereo unspecified) | -3 | -3 | 1 | 6

No. | CASP6 VEID inh | RAD52 inh | RAD54 inh | E-selectin induc
31 | 1 | -58 | -7 | x
32 | 6 | -8 | -15 | x
33 | x | x | 6 | x
34 | -4 | -9 | 1 | -0.1
35 | 1 | 5 | -27 | 0.2
36 | 2 | -6 | -13 | x
37 | -5 | -3 | 12 | x
38 | -2 | -5 | x | -1.0
39 | 0 | -9 | -10 | x
40 | 1 | -5 | -7 | 0.4
41 | 4 | -8 | 0 | 1.2
42 | -1 | -3 | x | 0.0
43 | 3 | -10 | 2 | 0.1
44 | 0 | -20 | 4 | x
45 | 2 | -4 | -1 | x

The list continues.
No. | compound | esBAF inh | ARNT-TACC3 inh | PglD DTNB | ERp5 block
46 | C[C@H]1CN([C@@H](C)CO)C(=O)c2cc(NS(=O)(=O)c3cccs3)ccc2O[C@H]1CN(C)S(C)(=O)=O | 2 | -4 | 8 | -2
47 | CN1c2ccc(Br)cc2[C@H]2[C@H](CCN2C(=O)C2CCC2)[C@H]1CO | x | x | x | -2
48 | Cn1ccc2c(-c3ccc(F)nc3)cc3c(c21)C1CCC3C1 (stereo unspecified) | 0 | x | -6 | 1
49 | CCc1cc2c(=O)c(Oc3ccccc3F)c(C)oc2c(CN(C)C)c1O | -4 | -24 | -2 | x
50 | COc1ccc(/C=N/OCC(=O)Nc2nc3ccccc3s2)cc1 | 0 | -3 | -3 | x
51 | Cc1ccc(CS(=O)(=O)c2ncc(Cl)c(C(=O)Nc3nnc(C(C)C)s3)n2)cc1 | -3 | -2 | 7 | 9
52 | Cc1ccc(-c2nnc(SCC(=O)N/N=C/c3ccc(C(=O)O)cc3)n2C2CCCCC2)cc1 | -13 | -1 | -3 | 4

No. | CASP6 VEID inh | RAD52 inh | RAD54 inh | E-selectin induc
46 | -3 | 1 | 1 | 449*
47 | -2 | 0 | x | -0.2
48 | 1 | -84 | 4 | 0.1
49 | x | x | 3 | -2.2
50 | x | x | 1 | x
51 | 5 | 0 | 11 | 0.0
52 | x | 6 | 2 | x

Some of these compounds in order of molar mass, descending:
No. | compound | esBAF inh | ARNT-TACC3 inh | PglD DTNB | ERp5 block
43 | CO[C@H](CN(C)S(=O)(=O)c1ccc(F)cc1)[C@@H](C)CN([C@@H](C)CO)S(=O)(=O)c1cccc(Cl)c1 | 1 | 11 | 0 | 2
46 | C[C@H]1CN([C@@H](C)CO)C(=O)c2cc(NS(=O)(=O)c3cccs3)ccc2O[C@H]1CN(C)S(C)(=O)=O | 2 | -4 | 8 | -2
52 | Cc1ccc(-c2nnc(SCC(=O)N/N=C/c3ccc(C(=O)O)cc3)n2C2CCCCC2)cc1 | -13 | -1 | -3 | 4
51 | Cc1ccc(CS(=O)(=O)c2ncc(Cl)c(C(=O)Nc3nnc(C(C)C)s3)n2)cc1 | -3 | -2 | 7 | 9
47 | CN1c2ccc(Br)cc2[C@H]2[C@H](CCN2C(=O)C2CCC2)[C@H]1CO | x | x | x | -2
50 | COc1ccc(/C=N/OCC(=O)Nc2nc3ccccc3s2)cc1 | 0 | -3 | -3 | x
44 | COc1ccccc1/C=C/C(=O)c1c2c(c(C)[nH]c1=O)CCCC2 | 2 | -3 | -1 | -6

No. | CASP6 VEID inh | RAD52 inh | RAD54 inh | E-selectin induc
43 | 3 | -10 | 2 | 0.1
46 | -3 | 1 | 1 | 449*
52 | x | 6 | 2 | x
51 | 5 | 0 | 11 | 0.0
47 | -2 | 0 | x | -0.2
50 | x | x | 1 | x
44 | 0 | -20 | 4 | x
